Assay outcomes: PubChem, several laboratories
DNA FID counter: compounds displacing fluorescent DNA intercalator, primary screen, artefact control for HCV NS3 helicase inhibitor project, biochemical, FID fluorescence; DNA fluorescent intercalator displacement; inhibition, % at 7.9 µM; hit rate 0.17% among 290,000; in the data active = inhibition above about 37%;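 also: 0% = vehicle and 100% = reference compound; higher means more ethidium bromide displaced from hairpin DNA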
GalR3 antagonist: GalR3 antagonists in HEK293 cells, primary screen, cell-based, fluorescence readout. Galanin receptor type 3 (Homo sapiens), O60755. HEK293 GalR3-CNG cAMP membrane potential fluorescence; galR3 body fused to GalR1 C-terminus. inhibition, % at 3 µM. hit rate 0.44% among 360,000;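 active = inhibition above the screen-wide average plus 3 SD, cut at about 13% in these data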;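 also: forskolin and galanin both at EC90 stimulate the cells; cAMP rise reported by CNG channel membrane potential dye signal; 0% = forskolin plus galanin with DMSO and 100% = forskolin alone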
Target sequence (O60755 1-299 limits assumed): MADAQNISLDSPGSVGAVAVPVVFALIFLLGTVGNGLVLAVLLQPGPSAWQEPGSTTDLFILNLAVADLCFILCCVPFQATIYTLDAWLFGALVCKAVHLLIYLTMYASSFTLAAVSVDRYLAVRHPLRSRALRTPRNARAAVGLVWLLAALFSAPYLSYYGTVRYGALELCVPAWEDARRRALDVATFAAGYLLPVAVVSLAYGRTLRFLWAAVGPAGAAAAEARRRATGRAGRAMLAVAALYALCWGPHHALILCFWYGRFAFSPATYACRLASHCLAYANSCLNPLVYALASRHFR
CRFR2-BP antag: antagonists of CRF-BP/CRF-R2 complex, primary screen, cell-based, HEK293, calcium dye fluorescence, uHTS; CRF-induced calcium fluorescence; inhibition, % at 11.8 µM; hit rate 0.59% among 350,000; AID 588475, 2011;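 active = inhibition of the ligand-induced calcium signal above about 50% at the single tested concentration, limit read from the data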
MEKK2 WT-MEK5: modulators of MEK5 binding to wildtype MEKK2, primary screen, biochemical, multiplex bead flow cytometry, Alexa488-MEK5; Mitogen-activated protein kinase kinase kinase 2 (Homo sapiens), Q9Y2U5; Alexa488-MEK5 binding to MEKK2 WT; actives lie on both sides; binding response (% of control), % at 10 µM; hit rate 1.1% among 290,000; AID 1531, 2009; in the data active = binding response below about 67% or above about 130%
CRFR2-BP ag: agonists of CRF-BP/CRF-R2 complex, primary screen, cell-based, HEK293, calcium dye fluorescence, uHTS; CRF-binding protein / CRF receptor 2 complex (human); calcium dye fluorescence (FLIPR); percent of saturating CRF peptide response; activation, % at 13.2 µM; hit rate 0.46% among 350,000;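 active = activation of at least 50%, plus an integration ratio under a set limit after plate pattern correction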;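 also: plate controls were neutral control wells without compound for no effect and CRF at EC100 for full effect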
MEKK3 PB1 HTS: modulators of MEKK3-MEK5 PB1 binding, primary screen, biochemical, wildtype MEKK3, multiplex bead flow cytometry, Alexa488-MEK5; bead-based flow cytometry, Alexa488-MEK5 binding to MEKK3; actives lie on both sides; 0 = blocked by unlabeled MEK5, 100 = vehicle; binding response (% of control), % at 10 µM; hit rate 1.4% among 290,000; AID 1529, 2009;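 active = binding response more than 3 SD above or below the average of its plate-row segment, actives on both sides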;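 also: Alexa488 bead fluorescence after subtracting the streptavidin-only scavenger bead signal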
Target sequence (Q99759 whole entry, looked up): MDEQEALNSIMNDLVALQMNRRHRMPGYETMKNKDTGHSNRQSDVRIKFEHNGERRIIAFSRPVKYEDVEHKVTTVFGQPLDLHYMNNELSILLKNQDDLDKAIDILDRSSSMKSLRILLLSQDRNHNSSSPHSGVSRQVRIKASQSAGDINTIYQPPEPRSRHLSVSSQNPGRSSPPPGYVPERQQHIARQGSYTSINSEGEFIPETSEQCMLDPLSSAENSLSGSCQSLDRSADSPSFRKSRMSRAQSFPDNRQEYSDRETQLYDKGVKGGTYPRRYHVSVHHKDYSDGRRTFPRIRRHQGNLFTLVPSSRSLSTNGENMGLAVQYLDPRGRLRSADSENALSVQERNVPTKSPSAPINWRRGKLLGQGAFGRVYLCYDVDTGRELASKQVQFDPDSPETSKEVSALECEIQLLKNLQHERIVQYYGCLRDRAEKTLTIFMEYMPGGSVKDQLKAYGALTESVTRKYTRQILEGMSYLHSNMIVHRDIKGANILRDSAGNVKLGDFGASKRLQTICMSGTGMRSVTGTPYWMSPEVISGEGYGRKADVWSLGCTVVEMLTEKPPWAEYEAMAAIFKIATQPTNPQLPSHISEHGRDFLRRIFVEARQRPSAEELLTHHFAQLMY
NS3 helicase inh: inhibitors of HCV NS3 helicase, primary screen, biochemical, Cy5 molecular beacon fluorescence. Hepatitis C virus NS3 helicase. NS3 helicase DNA unwinding. inhibition, % at 10.9 µM. hit rate 0.56% among 290,000;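 active = inhibition above the mean of all tested compounds plus 3 SD, set per campaign, cut at about 35% in these data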;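 also: 0% = DMSO wells and 100% = thioflavine S control wells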
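Measured by: Cy5 fluorescence, 0 and 60 min reads / Assay system: NS3 helicase fragment of HCV / Control set: low DMSO, high thioflavine S at 110 µM / Times: 1 h reaction at 25 °C, ATP-initiated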
MEKK2mut PB1 HTS: MEK5 binding signal on mutant MEKK2 PB1, primary screen, biochemical, multiplex bead flow cytometry, Alexa488-MEK5; Alexa488-MEK5 binding to MEKK2 mutant; hit rate 0.35% among 290,000; percent response, % at 10 µM; AID 1530, 2009; in the data active = percent response above about 24%, passing the limit was not always enough; also: inactives centre near 1; some results filed as inactive read as strong as hits
UBC9 SUMO inh: inhibitors of in vitro SUMOylation cascade, primary screen, biochemical, HTRF, uHTS. HTRF SUMOylation assay, SAE1/SAE2 + UBC9. inhibition, % at 35 µM. hit rate 0.36% among 290,000; in the data active = inhibition above about 50%, passing the limit was not always enough; also: strong numbers were not always called active
Target sequence (P63279 whole entry, looked up): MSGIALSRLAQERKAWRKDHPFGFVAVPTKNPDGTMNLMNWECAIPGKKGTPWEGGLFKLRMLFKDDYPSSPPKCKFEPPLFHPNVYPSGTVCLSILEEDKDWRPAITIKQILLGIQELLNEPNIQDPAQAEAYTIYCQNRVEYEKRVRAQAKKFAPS
Starred values were filed as active, the others as inactive; x = not tested or not shown; & = joins results of further samples; [ ] = remark or other dose.

structure	DNA FID counter	GalR3 antagonist	CRFR2-BP antag	MEKK2 WT-MEK5	CRFR2-BP ag	MEKK3 PB1 HTS	NS3 helicase inh	MEKK2mut PB1 HTS	UBC9 SUMO inh
O=c1[nH]c2cc(Cl)ccc2n(CCNc2ncc(C(F)(F)F)cc2Cl)c1=O	-1	-2	-2	x	9.1	x	6	x	33
Cn1cc(CN2CCC(n3nccc3NC(=O)c3ccccc3Cl)CC2)cn1	2	-2	6	104	-1.7	105	5	7	-2
CCOCCCNC(=O)CN1C(=O)NC(Cc2c[nH]c3ccccc23)C1=O (centres undefined)	-5	-13	2	107	0.3	105	4	8	11
Cc1nn(-c2ncc(C(F)(F)F)cc2Cl)c(=O)n1-c1ccccc1F	-1	-3	5	100	-1.6	100	2	-7	-4
CC1CCCCN1Cc1c(O)ccc2c(=O)c(-c3ccc(Cl)cc3Cl)coc12 (centres undefined)	3	1	0	110	-0.9	97	-4	11	38
Cc1ccc(-c2c(C(=O)N/N=C/c3ccoc3)nnn2-c2nonc2N)cc1	-13	-9	-74	93	7.6	95	-5	-6	x
CC(=O)OC1CSc2nc3ccccc3n2C1 (centres undefined)	-1	-4	0	95	1.1	100	-10	-6	14
CC(=O)Nc1ccc(NC(=O)CC2SC(=O)N(CC(=O)c3ccccc3)C2=O)cc1 (centres undefined)	-12	-7	2	92	0.9	100	-6	-7	7
O=S1(=O)CCOCCCN1Cc1ccccc1Br	-6	-4	5	112	-2.0	98	-10	0	3
COc1cccc(CNC(=O)CCNS(=O)(=O)c2ccc3[nH]c(=O)oc3c2)c1	-11	x	-15	100	3.4	102	4	2	20
C/C(CCc1ccc2c(c1)OCO2)=N\NC(=O)c1ccccc1Cl	-5	-11	13	96	-0.1	94	1	-1	3
COc1cccc(OC)c1CN1CCCC(C(=O)c2ccccc2SC)C1 (centres undefined)	20	-10	-7	103	2.5	97	-26	-1	-12
CCOc1ccc(/C=C2/Sc3ccc(C(=O)NCC4CCCO4)cc3N(C)C2=O)cc1OC (centres undefined)	-46	0	-4	104	0.9	104	-19	0	x
COC(=O)C[C@H]1c2cc(F)ccc2S(=O)(=O)N1C(C)C	x	1	-3	104	0.7	100	x	3	x
CCOC(=O)C1=C(c2ccccc2)N2CCS(=O)(=O)N=C2S1	4	0	12	84	0.0	92	-1	-15	6
CCOc1ccc(NC(=O)NCC2CCN(c3ccc(OC)cc3)C2)cc1 (centres undefined)	-2	-5	8	100	0.0	98	3	6	21
CC(N=Cc1nc(-c2ccccc2)oc1O)c1ccccc1 (centres undefined)	-9	-4	-24	105	-5.3	102	3	-1	1
CCOC(=O)Cc1csc(NS(=O)(=O)c2ccc([N+](=O)[O-])cc2)n1	-25	-4	2	96	1.3	100	31	2	2
COc1ccc(NS(=O)(=O)c2ccc(O)c(C(=O)OCC(=O)NC3CCCCC3)c2)cc1	-14	6	-2	95	-2.2	99	10	-2	-2
C/C(=N\O)c1ccc2c3ccccc3n(C)c2c1	-6	-5	-13	99	-0.3	102	-3	1	9
COC(=O)c1cc(OC)c(OC)cc1NC(=O)c1ccco1	-14	-4	76*	108	0.8	104	10	9	9
O=C(COc1ccc2ccccc2c1)N1CCN(c2ccccc2O)CC1	-37	-3	-11	104	-0.8	102	13	2	-1
COC(=O)c1sccc1NC(=O)CN(C)NS(=O)(=O)c1ccc([N+](=O)[O-])cc1	-5	-4	11	99	-0.8	99	-2	2	24
COc1cc(C2N(c3cc(C)on3)C(=O)C3CCCN32)cc(OC)c1OC (centres undefined)	1	-4	14	98	1.7	95	-3	0	32
CN(C)c1ccc(CN(C(=O)/C=C/c2ccccc2Cl)C2CCS(=O)(=O)C2)cc1 (centres undefined)	-28	0	28	82	-4.2	87	-12	-3	0
COc1cc(/C=C2\SC(=S)N(N(C)c3ccccc3)C2=O)ccc1O	-2	-8	-4	80	5.8	100	-7	-11	4
Cc1ccc(-c2n[nH]c(=S)n2/N=C/c2cccn2C)cc1	-19	3	52*	x	-5.1	x	2	x	14
c1ccc2nc3c(nc2c1)CCc1nonc1-3	3	-4	4	104	-0.9	100	3	7	22
COc1ccc(CNc2ccc([N+](=O)[O-])cc2C)cc1	5	11	22	107	4.5	113	-8	2	15
NS(=O)(=O)c1ccc(NC(=O)C(Sc2ccccc2)c2ccccc2)cc1 (centres undefined)	-3	-3	1	91	-0.3	90	-13	4	-30
O=C(Nc1ccc(S(=O)(=O)Nc2cnc3ccccc3n2)cc1)c1ccc(Br)o1	-28	-4	8	102	-1.7	104	16	1	27
COc1ccc(-c2nc3ccccc3c(=O)n2CCOc2c(C)cccc2C)cc1	-3	-1	-32	94	23	87	5	-4	-7
COc1ccc(-c2nsc3c(N4CCN(C(=O)c5ccco5)CC4)ncnc23)cc1	-1	-3	-1	90	1.2	99	1	-6	13
CC(OC(=O)CN1C(=O)C2CC=CCC2C1=O)C(=O)Nc1ccc(F)cc1Cl (centres undefined)	-10	2	-1	106	1.0	100	-6	4	1
Cc1ccc(-n2c(Cc3cccn3C)nnc2SCC(=O)NCc2ccco2)cc1	-42	-3	-20	105	-2.8	102	29	3	-3
O=c1c(Cl)c(NC2CC2)cnn1-c1ccccc1	-1	-2	2	103	1.7	100	-5	1	1

Only CRFR2-BP antag, for four of the compounds above:
| molecule | CRFR2-BP antag |
| --- | --- |
| CN(C)c1ccc(CN(C(=O)/C=C/c2ccccc2Cl)C2CCS(=O)(=O)C2)cc1 (centres undefined) | 28 |
| COc1cc(/C=C2\SC(=S)N(N(C)c3ccccc3)C2=O)ccc1O | -4 |
| Cc1ccc(-c2n[nH]c(=S)n2/N=C/c2cccn2C)cc1 | 52* |
| c1ccc2nc3c(nc2c1)CCc1nonc1-3 | 4 |

(cont.)
structure	DNA FID counter	GalR3 antagonist	CRFR2-BP antag	MEKK2 WT-MEK5	CRFR2-BP ag	MEKK3 PB1 HTS	NS3 helicase inh	MEKK2mut PB1 HTS	UBC9 SUMO inh
Cc1ccc(CNC(=O)COC(=O)CSc2ccc(Br)cc2C)cc1	-13	-4	7	107	1.3	130*	-3	0	-1
COc1cc(C(=O)Nc2nccs2)cc(OC)c1OC	-3	1	9	103	-4.1	101	0	6	-1
COCc1nnc(NC(=O)CCc2ccccc2)s1	-3	-5	5	2.0*[inhibitor]	-2.2	2.0*[inhibitor]	-2	-18	5
CCCc1nc2ccccc2c(C(=O)OC(C)C(=O)NCc2ccc3c(c2)OCO3)c1CC (centres undefined)	-25	-3	25	104	8.2	105	-11	4	-25
CCCCCSc1nnc(-c2cc(Br)ccc2N)c(=O)[nH]1	-5	-3	18	93	-0.7	98	9	-2	24
Cc1ccc(-c2nc3sc(C(N)=O)c(N)c3c3c2CCCC3)cc1	-14	1	-2	94	-0.5	98	12	-1	14
O=C(CN1CCc2ccccc2C1)Nc1cccc(S(=O)(=O)N2CCCC2)c1	-7	-4	6	98	-0.5	102	-21	-6	20
O=C(C1=NN(c2ccccc2)C2C(=O)N(c3cccc(Cl)c3)C(=O)C12)c1ccccc1 (centres undefined)	-31	-2	-137	81	116*	91	23	-2	8
CCC(C)c1ccc(NC(=O)CSc2nncn2N)cc1 (centres undefined)	-1	-1	-10	107	-2.3	106	9	5	-9
O=c1[nH]c2ccccc2c(=O)n1CCCO	2	-7	6	102	6.7	101	-1	3	3
CCO[C@@H]1OC(C(=O)N2CCCCCCC2)=C[C@H](c2ccc(C(F)(F)F)cc2)[C@H]1CCCO	-33	4	-15	95	-1.3	96	-14	-4	4
CC(NC(=O)c1ccc2ccccc2n1)c1ccccc1 (centres undefined)	-21	-8	7	95	1.8	95	-14	0	-3
CCOc1ccc(-n2c(=O)c3c4c(sc3n(CC(=O)NCC3CCCO3)c2=O)CCCC4)cc1 (centres undefined)	1	-1	-7	92	-0.1	87	-3	-1	-1
Cc1ccc(O)c(-c2cc(-c3ccccc3F)[nH]n2)c1	-6	-5	-10	112	-0.5	106	-12	10	9
O=c1cc(CSc2nc(NCc3ccccc3)c3ccccc3n2)nc2ccc(Cl)cn12	3	2	-23	89	1.7	75	-11	-2	12
COc1ccc(OC)c(S(=O)(=O)Nc2ccc3oc(C)c(C(C)=O)c3c2)c1	-29	-11	2	96	-0.6	99	-2	0	2
O=C(NC1CCCCC1)C(c1ccncc1)N(C(=O)c1csnn1)c1ccccc1 (centres undefined)	-12	-9	-2	97	0.2	97	4	-7	3
O=S(=O)(Nc1ccc2cn[nH]c2c1)c1ccc(Cl)cc1	2	x	9	96	-0.9	95	-5	-4	0
O=S(=O)(Nc1ccc(Cl)cn1)c1ccc(F)cc1	-7	1	5	109	0.3	105	-9	7	18
CCCc1nnc(NC(=O)CC(=O)Nc2ccccc2C(=O)O)s1	-12	-4	-9	102	0.3	100	5	2	-3
Cc1ccc(S(=O)(=O)NC2=C(N3CCN(c4ccccc4F)CC3)C(=O)c3ccccc3C2=O)cc1	3	-5&-5	32&-6	94	1.6&2.7	101	0	-1	25
FC(F)(F)c1ccc(C2[C@H]3CN(Cc4cccnc4)[C@H](c4ccccc4)C34CC2(c2ccccc2)C4)cc1 (some centres undefined)	x	1	-7	95	6.1	97	x	6	-18
Cc1cc(NC(=O)c2cncc(Br)c2)no1	-7	1	-27	100	1.2	102	16	-2	14
C=CCn1cnc2c(nnn2Cc2ccc(F)cc2)c1=O	-5	-1	9	95	-2.3	96	-18	-12	6

Single records (already shown).
Results for COc1ccc(OC)c(S(=O)(=O)Nc2ccc3oc(C)c(C(C)=O)c3c2)c1 → DNA FID counter: -29; GalR3 antagonist: -11; CRFR2-BP antag: 2; MEKK2 WT-MEK5: 96; CRFR2-BP ag: -0.6; MEKK3 PB1 HTS: 99; NS3 helicase inh: -2; MEKK2mut PB1 HTS: 0; UBC9 SUMO inh: 2
Results for O=c1cc(CSc2nc(NCc3ccccc3)c3ccccc3n2)nc2ccc(Cl)cn12 → DNA FID counter: 3; GalR3 antagonist: 2; CRFR2-BP antag: -23; MEKK2 WT-MEK5: 89; CRFR2-BP ag: 1.7; MEKK3 PB1 HTS: 75; NS3 helicase inh: -11; MEKK2mut PB1 HTS: -2; UBC9 SUMO inh: 12

Continuation:
structure	DNA FID counter	GalR3 antagonist	CRFR2-BP antag	MEKK2 WT-MEK5	CRFR2-BP ag	MEKK3 PB1 HTS	NS3 helicase inh	MEKK2mut PB1 HTS	UBC9 SUMO inh
Cc1noc(C)c1COC(=O)[C@H](C)NS(=O)(=O)c1ccc(Cl)c(Cl)c1	-16	1	10	102	-2.2	104	-1	2	11
COc1ccc(-c2nnn(CC(=O)N(CC(=O)NC3CCCC3)Cc3cccs3)n2)cc1OC	-24	2	-57	97	0.5	102	-8	3	13
Cc1nn(-c2ccccc2)c(C)c1C(=O)OCC(=O)N1CC(=O)Nc2ccccc21	-15	3	-26	99	0.5	102	2	-2	7
Cc1ccc(S(=O)(=O)c2c(N)n(CCC(C)C)c3nc4ccccc4nc23)cc1	-9	-5	12	95	1.4	101	0	-4	-13
O=C(COc1ccccc1Cl)Nc1ccc(C(=O)O)cc1NC(=O)COc1ccccc1Cl	-29	0	-1	101	10	103	-6	-1	14
Cn1c(SCC#N)nnc1-c1cnccn1	1	-4	12	103	-0.9	95	10	2	-3
O=C(NCCCNC(=O)c1cnccn1)c1cccc(Cl)c1	-4	-1	3	103	-0.7	103	14	2	12

A portion of the library, so the mix of outcomes need not match the whole.
